Screening results: PubChem, several laboratories
OPRM1-OPRD1 inv – inverse agonists of human mu-delta opioid receptor heterodimerization; P35372+P41143; cell-based MOR-DOR heterodimer luminescence, inverse agonism; inhibition, % at 9.3 µM; 0.21% of 340,000 active; AID 504357; in the data active = inhibition above about 22%, passing the limit was not always enough;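 also: 0% = cells with DMSO and 100% = wells without cells with DMSO; values of inactives mirror those of a sister screen read the other way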
Arrestin-AP2 inh – blocks beta-arrestin peptide binding to AP2 adaptin. FITC-arrestin peptide / GST-AP2 beads, flow cytometry; AP2 beta2 appendage carries R879A mutation. inhibition, % at 10 µM. 0.31% of 340,000 active;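 active = inhibition above a set limit, near 3 SD of compounds lacking own fluorescence, cut at about 54% in these data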;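 also: plate controls were DMSO wells for no effect and 5 µM unlabelled arrestin peptide for full effect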
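System: GST-AP2 R879A bound to glutathione beads, E. coli-expressed. Also added: 50 nM FITC-arrestin peptide. Schedule: compound with beads 12 min RT, then probe 1 h RT. Signal: bead flow cytometry, FITC channel. Read-out basis: percent response.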
Ecoli viability – reduces bacterial viability in AddAB counter-screen; 0.27% of 330,000 active; E. coli V3065 growth, OD600 absorbance, 18 h; inhibition, % at 11.9 µM;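 active = inhibition above the campaign's mean inhibition across all tested compounds plus 3 SD, cut at about 9.9% in these data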;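 also: uninfected addAB+ strain grown without phage in ampicillin broth; 0% = DMSO wells and 100% = ciprofloxacin 0.95 µg/ml wells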
Tat transport – blocks Tat-dependent protein export in E. coli | E. coli MC4100 TorA-mCherry Tat export, fluorescence | AID 488895 | 0.036% of 340,000 active | inhibition, % at 10 µM;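 active = mean replicate inhibition at least 50% and at least half of replicates individually reaching 50%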;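 also: exported cargo escapes ClpAP degradation while cytoplasmic cargo is degraded and loses fluorescence; 0% = median of neutral control wells and 100% = median of NaSCN control wells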
PKA-R1A act – activators of PKA-R1A complex. P00514+P68181. PKA-R1A dissociation, Cy5-IP20 fluorescence polarization; scaled: DMSO 0%, 113 µM cGMP 100%. activation, % at 11.4 µM. 0.083% of 340,000 active. AID 504707;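 active = percent activation above the mean of all tested compounds plus 3 SD, cut at about 19% in these data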;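 also: higher means more PKAc released from R1A so a rise in polarization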
AddAB inh – less growth of phage-infected E. coli with AddAB; E. coli expressing H. pylori AddAB, absorbance growth; 0.29% of 330,000 active; inhibition, % at 11.9 µM; in the data active = inhibition above about 12%;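 also: 0% = vehicle wells of infected cells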
DSG3 Ab inh – blocks pemphigus antibody binding to human desmoglein-3 | binding (percent of control), % at 10 µM | AID 588358 | 0.48% of 310,000 active | P32926 | DSG3-coupled beads, scFv-anti-DSG3-GFP binding, flow cytometry; stronger effect = lower value;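 active = binding more than 3 SD below its plate's average and above zero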;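 also: hits lower antibody fragment binding to DSG3; some compounds called inactive have numbers as strong as hits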
Target sequence (P32926 whole entry, looked up, the tested form may be a part): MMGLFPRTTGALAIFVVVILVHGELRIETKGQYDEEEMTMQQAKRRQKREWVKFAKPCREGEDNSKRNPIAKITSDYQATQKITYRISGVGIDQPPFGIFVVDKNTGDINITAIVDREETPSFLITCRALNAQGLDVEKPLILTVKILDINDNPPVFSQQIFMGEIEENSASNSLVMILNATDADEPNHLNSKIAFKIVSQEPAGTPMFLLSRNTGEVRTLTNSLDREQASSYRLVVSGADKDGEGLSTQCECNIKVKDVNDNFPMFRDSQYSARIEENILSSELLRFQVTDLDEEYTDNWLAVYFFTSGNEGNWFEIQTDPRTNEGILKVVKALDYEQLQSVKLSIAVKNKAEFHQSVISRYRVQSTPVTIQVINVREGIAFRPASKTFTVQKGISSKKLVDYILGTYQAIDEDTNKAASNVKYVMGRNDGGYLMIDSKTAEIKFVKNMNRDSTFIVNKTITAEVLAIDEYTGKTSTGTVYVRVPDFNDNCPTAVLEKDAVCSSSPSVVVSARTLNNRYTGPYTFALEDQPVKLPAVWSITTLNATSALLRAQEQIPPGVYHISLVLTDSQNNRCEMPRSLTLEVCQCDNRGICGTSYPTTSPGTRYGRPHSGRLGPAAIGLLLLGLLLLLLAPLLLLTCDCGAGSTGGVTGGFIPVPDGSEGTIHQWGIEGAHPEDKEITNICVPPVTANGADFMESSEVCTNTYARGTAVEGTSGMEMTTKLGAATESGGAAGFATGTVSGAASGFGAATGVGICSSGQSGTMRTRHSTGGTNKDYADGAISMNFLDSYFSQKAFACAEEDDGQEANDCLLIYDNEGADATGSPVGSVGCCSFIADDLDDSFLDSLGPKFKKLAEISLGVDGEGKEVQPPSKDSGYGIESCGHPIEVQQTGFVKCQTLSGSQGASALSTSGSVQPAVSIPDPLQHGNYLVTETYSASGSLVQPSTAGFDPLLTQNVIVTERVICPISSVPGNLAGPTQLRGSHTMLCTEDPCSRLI
MOR-DOR ag – OPRM1-OPRD1 heterodimerization agonism. P35372+P41143. cells, luminescence. activation, % at 9.3 µM. 0.3% of 340,000 active; in the data active = activation above about 18%;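 also: 0% = vehicle-treated cells and 100% = reference agonist; values of inactives mirror those of a sister screen read the other way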
PfHsp90 set2 – inhibits growth of yeast expressing Plasmodium falciparum Hsp90; S. cerevisiae expressing PfHsp90, BacTiter-Glo ATP, 48 h; yeast lacking PDR1 and PDR3 efflux regulators; 0.32% of 310,000 active; inhibition, % at 9.4 µM;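 active = every replicate shows inhibition above about 80%, whatever the replicate mean, limit read from the data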;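 also: 0% = DMSO neutral controls and 100% = 20 µM radicicol positive controls; yeast relying on Plasmodium falciparum Hsp90 in place of its own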
SUMO Mot1 rescue – SUMOylation pathway inhibition by Mot1-301 growth rescue | S. cerevisiae Mot1-301 growth rescue, ATP luminescence, 38.5C; percent above DMSO median, 100 means doubled | growth rescue, % at 18.8 µM | 1% of 320,000 active | AID 2716;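 active = every valid replicate shows activation above 250% relative to neutral control wells; inactive = the rest, any valid replicate at or below 250%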;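 also: OY570 slx delta 5 strain wells were the positive control but not used for scaling; some compounds called inactive have numbers as strong as hits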
phage Ecoli inh – E. coli growth loss with phage present; growth absorbance; inhibition, % at 11.9 µM; 0.26% of 360,000 active; in the data active = inhibition above about 11%
Numbers without * were called inactive.

The opening four compounds, ahead of the listing:
Screening CC(C)c1[nH]nc2c1C(c1cccs1)C(C#N)=C(N)O2 (centres undefined) returned OPRM1-OPRD1 inv 16, Arrestin-AP2 inh -13, Ecoli viability 2.9, Tat transport 7, PKA-R1A act -5, AddAB inh 1.5, DSG3 Ab inh 106, MOR-DOR ag -3.5, SUMO Mot1 rescue -6 and phage Ecoli inh 3.0.
`O=C(NCc1ccccc1)c1ccc2nc(-c3ccco3)c(-c3ccco3)nc2c1` gave OPRM1-OPRD1 inv -26, Arrestin-AP2 inh 38, Ecoli viability -1.4, Tat transport 4, PKA-R1A act 3, AddAB inh 0.5, DSG3 Ab inh 84, MOR-DOR ag 4.7, PfHsp90 set2 15, SUMO Mot1 rescue -3 and phage Ecoli inh -0.9.
For CCCCN(C(=O)c1cc2c(s1)CCC2)c1c(N)n(CCCC)c(=O)[nH]c1=O the results were OPRM1-OPRD1 inv 17, Arrestin-AP2 inh -12, Ecoli viability 1.8, Tat transport -9, PKA-R1A act -10, AddAB inh 1.7, DSG3 Ab inh 101, MOR-DOR ag -3.2, SUMO Mot1 rescue 15 and phage Ecoli inh 2.4.
For COCCCn1c(=S)[nH]c2ccc(N3CCOCC3)cc2c1=O the results were OPRM1-OPRD1 inv 4, Arrestin-AP2 inh 3, Ecoli viability 0.3, Tat transport 4, PKA-R1A act 1, AddAB inh 1.0, DSG3 Ab inh 84, MOR-DOR ag -0.8, PfHsp90 set2 -4, SUMO Mot1 rescue -19 and phage Ecoli inh 2.6.

The list itself, previewed entries included:
Screening CC(C)c1[nH]nc2c1C(c1cccs1)C(C#N)=C(N)O2 (centres undefined) returned OPRM1-OPRD1 inv 16, Arrestin-AP2 inh -13, Ecoli viability 2.9, Tat transport 7, PKA-R1A act -5, AddAB inh 1.5, DSG3 Ab inh 106, MOR-DOR ag -3.5, SUMO Mot1 rescue -6 and phage Ecoli inh 3.0.
`O=C(NCc1ccccc1)c1ccc2nc(-c3ccco3)c(-c3ccco3)nc2c1` gave OPRM1-OPRD1 inv -26, Arrestin-AP2 inh 38, Ecoli viability -1.4, Tat transport 4, PKA-R1A act 3, AddAB inh 0.5, DSG3 Ab inh 84, MOR-DOR ag 4.7, PfHsp90 set2 15, SUMO Mot1 rescue -3 and phage Ecoli inh -0.9.
For CCCCN(C(=O)c1cc2c(s1)CCC2)c1c(N)n(CCCC)c(=O)[nH]c1=O the results were OPRM1-OPRD1 inv 17, Arrestin-AP2 inh -12, Ecoli viability 1.8, Tat transport -9, PKA-R1A act -10, AddAB inh 1.7, DSG3 Ab inh 101, MOR-DOR ag -3.2, SUMO Mot1 rescue 15 and phage Ecoli inh 2.4.
For COCCCn1c(=S)[nH]c2ccc(N3CCOCC3)cc2c1=O the results were OPRM1-OPRD1 inv 4, Arrestin-AP2 inh 3, Ecoli viability 0.3, Tat transport 4, PKA-R1A act 1, AddAB inh 1.0, DSG3 Ab inh 84, MOR-DOR ag -0.8, PfHsp90 set2 -4, SUMO Mot1 rescue -19 and phage Ecoli inh 2.6.
For CCN(CC)CCn1c(NCc2ccc(C)o2)nc2ccccc21 the results were Arrestin-AP2 inh 24, Ecoli viability -0.7, Tat transport -5, PKA-R1A act 2, AddAB inh 1.0, PfHsp90 set2 -13, SUMO Mot1 rescue -18 and phage Ecoli inh 1.9.
For Cc1cc(-c2ccc(Cl)cc2Cl)c(C#N)c(=O)[nH]1 the results were OPRM1-OPRD1 inv 5, Arrestin-AP2 inh 4, Ecoli viability 0.6, Tat transport 0, PKA-R1A act 5, AddAB inh -0.8, DSG3 Ab inh 106, MOR-DOR ag -1.0, PfHsp90 set2 -22, SUMO Mot1 rescue 418* and phage Ecoli inh 2.0.
CCc1ccc2[nH]c(=O)c(C(c3nnnn3Cc3ccc(OC)cc3)N3CCOCC3)cc2c1 (centres undefined) was read as OPRM1-OPRD1 inv -5, Arrestin-AP2 inh 7, Ecoli viability -0.4, Tat transport 1, PKA-R1A act 8, AddAB inh -0.2, DSG3 Ab inh 94, MOR-DOR ag 0.9, PfHsp90 set2 10 and phage Ecoli inh -0.9.
`COc1ccc(Cc2nc3ccc(C(=O)NCCSC)cc3o2)cc1` gave OPRM1-OPRD1 inv 11, Arrestin-AP2 inh -10, Ecoli viability 1.8, Tat transport -5, PKA-R1A act -12, AddAB inh 0.1, DSG3 Ab inh 111, MOR-DOR ag -2.3, PfHsp90 set2 28, SUMO Mot1 rescue -4 and phage Ecoli inh 0.1.
Screening N#CC(C(=O)NC1CC1)c1nc2ccccc2nc1N1CCN(C/C=C/c2ccccc2)CC1 (centres undefined) returned OPRM1-OPRD1 inv -20, Arrestin-AP2 inh 5, Ecoli viability 1.4, Tat transport 4, PKA-R1A act -14, AddAB inh 4.0, DSG3 Ab inh 114, MOR-DOR ag 4.9, PfHsp90 set2 13, SUMO Mot1 rescue -9 and phage Ecoli inh 3.5.
For Cc1ccc(NC(=O)CSc2nnc(COc3ccccc3F)n2N)cc1S(=O)(=O)N1CCOCC1 the results were OPRM1-OPRD1 inv 6, Arrestin-AP2 inh -11, Tat transport 29, PKA-R1A act -1, MOR-DOR ag -1.4, PfHsp90 set2 13 and phage Ecoli inh -0.8.
For O=C(O)c1c(C(=O)N2N=C3/C(=C/c4ccccc4)CCCC3C2c2ccccc2)cccc1[N+](=O)[O-] (centres undefined) the results were OPRM1-OPRD1 inv 7, Arrestin-AP2 inh 30, Ecoli viability 0.9, Tat transport -1, PKA-R1A act -9, AddAB inh 5.3, DSG3 Ab inh 107, MOR-DOR ag -1.3, PfHsp90 set2 -14, SUMO Mot1 rescue -8 and phage Ecoli inh -1.3.
CC(=O)NC(Cc1ccc(C)cc1)C(=O)NC1CCN(C(=O)c2ccc([N+](=O)[O-])cc2)CC1 (centres undefined) was read as OPRM1-OPRD1 inv -12, Arrestin-AP2 inh -1, Ecoli viability 1.3, Tat transport 10, PKA-R1A act -3, AddAB inh 3.2, DSG3 Ab inh 84, MOR-DOR ag 1.8, PfHsp90 set2 -16 and phage Ecoli inh 5.7.
Screening CCC(C)NC(=O)C1CCN(S(=O)(=O)N2CCC3(CC2)OCCO3)CC1 (centres undefined) returned OPRM1-OPRD1 inv 16, Arrestin-AP2 inh 3, Ecoli viability 0.0, Tat transport -1, PKA-R1A act -3, AddAB inh 2.8, DSG3 Ab inh 101, MOR-DOR ag -3.0, PfHsp90 set2 -17, SUMO Mot1 rescue 1 and phage Ecoli inh 4.7.
`CCCc1ccc2oc(C(=O)N3CCC(N4CCCC(O)C4)CC3)c(C)c2c1` (centres undefined) gave OPRM1-OPRD1 inv -10, Arrestin-AP2 inh -5, Ecoli viability -2.6, Tat transport -4, PKA-R1A act -1, AddAB inh 1.0, DSG3 Ab inh 110, MOR-DOR ag 2.0, PfHsp90 set2 19, SUMO Mot1 rescue -15 and phage Ecoli inh -1.3.
Screening COc1cc(C(=O)NCc2cn3ccsc3n2)cc(OC)c1OC returned OPRM1-OPRD1 inv 3, Arrestin-AP2 inh -12, Ecoli viability 2.7, Tat transport -2, PKA-R1A act 3, AddAB inh -0.3, DSG3 Ab inh 100, MOR-DOR ag -0.5, PfHsp90 set2 24, SUMO Mot1 rescue -19 and phage Ecoli inh 1.6.
`COC(=O)CSc1nnc2n1C(C)(C)Cc1ccccc1-2` gave OPRM1-OPRD1 inv 7, Arrestin-AP2 inh 34, Ecoli viability -0.3, Tat transport 3, PKA-R1A act 2, AddAB inh 3.9, DSG3 Ab inh 100, MOR-DOR ag -1.4, SUMO Mot1 rescue 1 and phage Ecoli inh 2.8.
Screening FC(F)(F)c1cc(NC2CCCCC2)ccn1 returned OPRM1-OPRD1 inv -8, Arrestin-AP2 inh -2, Ecoli viability 0.5, Tat transport -4, PKA-R1A act 4, AddAB inh -0.2, DSG3 Ab inh 98, MOR-DOR ag 1.7, PfHsp90 set2 19, SUMO Mot1 rescue -9 and phage Ecoli inh 1.4.
Screening CN(C)c1cc[n+](/C(C(=S)Nc2ccc(SC(F)F)cc2)=C(/[O-])c2ccccc2)cc1 returned OPRM1-OPRD1 inv 18, Arrestin-AP2 inh -5, Ecoli viability -0.1, Tat transport -2, PKA-R1A act -2, AddAB inh -0.1, DSG3 Ab inh 89, MOR-DOR ag -3.5, PfHsp90 set2 -3, SUMO Mot1 rescue 7 and phage Ecoli inh 3.1.
For CC(=O)Nc1ccc(S(=O)(=O)Oc2ccc(C=O)cc2)cc1 the results were OPRM1-OPRD1 inv 5, Arrestin-AP2 inh 1, Ecoli viability 1.2, Tat transport -7, PKA-R1A act 7, AddAB inh 5.2, DSG3 Ab inh 102, MOR-DOR ag -0.9, PfHsp90 set2 2, SUMO Mot1 rescue -24 and phage Ecoli inh 1.0.
Screening CC(C)c1ccc(C2(C)NC(=O)N(CC(=O)NCC3COc4ccccc4O3)C2=O)cc1 (centres undefined) returned OPRM1-OPRD1 inv -3, Arrestin-AP2 inh -9, Ecoli viability -0.5, Tat transport 4, PKA-R1A act 0, AddAB inh 1.6, DSG3 Ab inh 89, MOR-DOR ag 0.6, SUMO Mot1 rescue 3 and phage Ecoli inh -0.2.
Screening C[C@H](CO)N1C[C@H](C)[C@@H](CN(C)C(=O)Nc2ccc(C(F)(F)F)cc2)Oc2ccc(NS(=O)(=O)c3cn(C)cn3)cc2C1=O returned OPRM1-OPRD1 inv -1, Arrestin-AP2 inh 14, Ecoli viability 2.9, Tat transport -4, PKA-R1A act 8, AddAB inh 4.6, DSG3 Ab inh 101, MOR-DOR ag 0.2, PfHsp90 set2 7, SUMO Mot1 rescue -5 and phage Ecoli inh 4.0.
COc1cccc(CN2CCNC(=O)C2CC(=O)NC2Cc3ccccc3C2)c1 (centres undefined) was read as OPRM1-OPRD1 inv 9, Arrestin-AP2 inh 0, Ecoli viability -3.2, Tat transport -8, PKA-R1A act -11, AddAB inh 1.3, DSG3 Ab inh 106, MOR-DOR ag -1.2, PfHsp90 set2 8, SUMO Mot1 rescue -4 and phage Ecoli inh 1.1.
`COC(=O)c1cccc(NC(=O)CSc2nnc(-c3ccco3)o2)c1` gave OPRM1-OPRD1 inv 22, Arrestin-AP2 inh 26, Ecoli viability -0.8, Tat transport 4, PKA-R1A act 0, AddAB inh -0.3, MOR-DOR ag -4.1, PfHsp90 set2 -14, SUMO Mot1 rescue 8 and phage Ecoli inh -0.5.
`COC(=O)c1cccc(NC(=O)/C(=C\c2ccccc2)NC(=O)c2ccccc2Cl)c1` gave OPRM1-OPRD1 inv 1, Arrestin-AP2 inh -8, Ecoli viability -0.1, Tat transport -4, PKA-R1A act 16, AddAB inh 1.6, DSG3 Ab inh 92, MOR-DOR ag -0.2, PfHsp90 set2 -25, SUMO Mot1 rescue -7 and phage Ecoli inh 1.4.
